D2 ag: HTS Assay for Allosteric Agonists of the Human D2 Dopamine Receptor: Primary Screen for Agonists; D(2) dopamine receptor (Homo sapiens), P14416; HEK293 T-REx D2 cells, calcium flux agonist mode; activation, % at 2 µM; 0.53% of 340,000 active; AID 485358, 2010;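 active = activation over 3 SD above normal in the single-dose calcium agonist read, cut at about 30% in these data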; note: 0% is about no effect
Target sequence (P14416 whole entry, looked up): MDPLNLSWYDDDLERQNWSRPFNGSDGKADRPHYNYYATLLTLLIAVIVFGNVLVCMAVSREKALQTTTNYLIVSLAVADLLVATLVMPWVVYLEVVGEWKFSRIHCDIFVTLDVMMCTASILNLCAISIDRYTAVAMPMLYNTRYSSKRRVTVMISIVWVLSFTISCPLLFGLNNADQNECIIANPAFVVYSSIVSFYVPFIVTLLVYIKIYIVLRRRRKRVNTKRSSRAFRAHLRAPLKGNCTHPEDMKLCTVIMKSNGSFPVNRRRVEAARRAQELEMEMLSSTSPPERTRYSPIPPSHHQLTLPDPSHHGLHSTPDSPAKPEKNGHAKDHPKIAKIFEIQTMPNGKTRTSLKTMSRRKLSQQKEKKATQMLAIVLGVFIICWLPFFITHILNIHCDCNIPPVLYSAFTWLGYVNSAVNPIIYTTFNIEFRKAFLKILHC
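Agonism scored from kinetic calcium signal (1 read/sec, 180 s) following compound pin transfer, after a 10 s baseline. Cells: HEK293 Trex line expressing inducible D2 receptor coupled to calcium, dye-loaded after overnight culture at 30 C.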
D2 PAM: HTS Assay for Positive Allosteric Modulators of the Human D2 Dopamine Receptor: Primary Screen for Potentiators. D(2) dopamine receptor (Homo sapiens), P14416. HEK293 T-REx D2, calcium flux, EC20 dopamine potentiation. potentiation, % at 10 µM. 0.34% of 340,000 active. AID 485347, 2010;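 active = potentiation over 3 SD above the plate norm, cut at about 30% in these data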; note: 0% is about no effect
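Cells plated with tetracycline inducer and held overnight at 30 C; calcium dye loaded 30–90 min at room temperature; baseline taken, compound added and read 180 s; EC20 dopamine then added and read 180 s.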
RXFP1 antag: qHTS Assay for Antagonists of the Relaxin Receptor RXFP1; Relaxin receptor 1 (Homo sapiens), Q9HBX9; HEK293-RXFP1, relaxin-stimulated cAMP HTRF, 30 min; hits give low values; activity change, negative = inhibition, % at 57.5 µM; 0.59% of 350,000 active;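 active = activity change of -60% or lower, but not beyond a set lower limit; inconclusive = change between -60% and -40%, or beyond the set limit; inactive = change above -40%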; note: % is set by controls: 0 for no effect and ±100 for the full control effect
RXFP1 ag: qHTS Assay for Agonists of the Relaxin Receptor RXFP1; 0.3% of 370,000 active; Potency, µM (doses to about 57.5 µM), without a hit: at the top dose activation, actives largely listed as activators; HEK293T-RXFP1 cAMP TR-FRET, 30 min; response scale: percent of porcine relaxin response, buffer zero; Relaxin receptor 1 (Homo sapiens), Q9HBX9; active = well fitted activation curve with a large enough effect; inconclusive = small, poorly fitted or top-dose-only effect; note: potency is the fitted concentration of half-maximal effect; % is set by controls: 0 for no effect and ±100 for the full control effect; nearly all actives have a fitted effect of over 60% in size; many of its hits are not listed in these tables
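cAMP rise read by TR-FRET after 30 min, 37C compound exposure (up to 58 uM) in RXFP1-transfected HEK293 cells with Ro 20174 present. EC50 from Hill-equation fits, with 29 nM porcine relaxin as 100% and buffer as basal.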
D1 antag: Antagonist of Human D 1 Dopamine Receptor: qHTS; HEK293 TREx D1 cells, calcium flux, dopamine EC80; hits give low values; activity change, negative = inhibition, % at 10 µM; 3.2% of 360,000 active; in the data active = activity change below about -30%; note: % is set by controls: 0 for no effect and ±100 for the full control effect
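Antagonism measured as reduced calcium response to an EC80 dopamine addition following 180 s compound pre-read; cells were inducible HEK293 Trex D1 plated overnight at 30 C, read kinetically at 1 cycle/sec.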
D1 ag: Allosteric Agonists of the Human D1 Dopamine Receptor: qHTS. 1% of 360,000 active. HEK293 T-REx D1 cells, calcium flux, agonist mode. activation, % at 2 µM; in the data active = activation above about 30%; note: 0% is about no effect
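Agonism was scored from calcium flux recorded over 180 s (1 read/s) after pintool compound addition, following a 10-cycle baseline. Cells were inducible force-coupled HEK293 TREx D1, plated overnight at 30 C and loaded with no-wash calcium dye.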
D2 antag: HTS Assay for Allosteric Antagonists of the Human D2 Dopamine Receptor: Primary Screen for Antagonists; inhibition, % at 10 µM; AID 485344, 2010; 2% of 340,000 active; HEK293 TREx D2 cells, calcium flux, dopamine EC80; D(2) dopamine receptor (Homo sapiens), P14416; in the data active = inhibition above about 30%; note: 0% is about no effect
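Tetracycline-induced HEK293 TREx cells expressing D2 receptor forced-coupled to calcium signalling, loaded with no-wash calcium dye. Compounds added and calcium flux read 180 s, then dopamine added at EC80 and read a further 180 s.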
TRHR enhancer: qHTS for Small Molecule Agonists and Allosteric Enhancers of Human TRH Receptor: Primary Screen for Enhancers. Thyrotropin-releasing hormone receptor (Homo sapiens), P34981. TRHR cells, fluo-8 calcium fluorescence, EC20 TRH enhancement. enhancement, % at 2 µM. 0.66% of 360,000 active. AID 493056, 2011; in the data active = enhancement above about 30%; note: 0% is about no effect
Target sequence (P34981 whole entry, looked up): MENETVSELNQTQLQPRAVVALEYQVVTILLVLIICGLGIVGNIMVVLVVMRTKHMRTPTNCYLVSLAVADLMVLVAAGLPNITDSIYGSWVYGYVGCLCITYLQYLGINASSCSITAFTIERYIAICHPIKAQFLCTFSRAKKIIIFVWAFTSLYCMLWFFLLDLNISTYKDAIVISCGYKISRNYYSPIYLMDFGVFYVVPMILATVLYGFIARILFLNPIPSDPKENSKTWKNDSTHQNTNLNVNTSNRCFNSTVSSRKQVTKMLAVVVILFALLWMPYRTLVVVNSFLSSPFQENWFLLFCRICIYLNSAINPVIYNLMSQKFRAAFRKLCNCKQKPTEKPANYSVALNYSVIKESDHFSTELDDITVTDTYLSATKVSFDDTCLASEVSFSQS
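Enhancer read-out: after compound pinning and an initial kinetic agonist-mode read, an EC20 of TRH (10 nM final) was injected and fluo-8 calcium signal (Ex 480/Em 530) followed at 1 s/cycle for 100 cycles in TRHR-expressing cells.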
D1 PAM: Potentiators of Human D1 Dopamine Receptor: qHTS | D(1A) dopamine receptor (Homo sapiens), P21728 | HEK293 TREx D1 cells, calcium flux, dopamine EC20 potentiation | 0.036% of 360,000 active | potentiation, % at 10 µM; in the data active = potentiation above about 30%; note: 0% is about no effect
Active calls of the source: *; ? = inconclusive; . = not tested or not shown. A portion of the library. The share of hits here may be higher or lower than overall.

SMILES	D2 ag	D2 PAM	RXFP1 antag	RXFP1 ag	D1 antag	D1 ag	D2 antag	TRHR enhancer	D1 PAM
O=C(NCCc1ccc(F)cc1)c1n[nH]c2ccccc12	1.9	1	12	-0.5%	-5	1	-12	2	-4
CN(C)C(=O)NC(Nc1cccc([N+](=O)[O-])c1)C(Cl)(Cl)Cl (configuration not stated)	1.3	1	-7	2.4%	18	1	9	-12	-13
COc1cc(NC(=O)N2CCC(CN3CCc4ccccc4C3)CC2)cc(OC)c1	.	-11	-6	-0.3%	-4	-2	.	5	0
Fc1ccc(-c2n[nH]c(=S)c3ccccc23)cc1	-0.8	-1	1	12%	-5	0	0	-3	-1
O=C(NCc1ccco1)c1ccc(=O)[nH]n1	-0.2	-3	-5	0.0%	-11	2	-6	-4	0
CC1CC(=O)c2cnc(Nc3ccccc3)nc2C1 (configuration not stated)	-0.3	-4	4	-0.1%	-3	1	10	3	0
Cc1cc(C)c(NC(=S)N(C)C)cc1C	0.3	-4	0	3.9%	-9	1	0	-2	-3
O=C(Nc1ccc(-n2cnnn2)cc1)C(c1ccccc1)c1ccccc1	.	.	-9	0.6%	-9	4	.	3	2
O=C(O)c1cc(N2N=C(C(F)(F)F)/C(=C/C=C/c3ccco3)C2=O)ccc1Cl	0.9	3	-31	1.6%	1	8	-3	-4	-2
O=[N+]([O-])c1cc(CN2CCN(c3cccc(C(F)(F)F)c3)CC2)c2cccnc2c1O	-1.1	-22	-25	-1.8%	-16	1	36*	3	-3
CN(CC(=O)Nc1ccccc1Cl)C(=O)COC(=O)/C=C/c1ccccc1	0.2	-7	-3	0.7%	9	3	22	6	0
O=C(CCCC1=NS(=O)(=O)c2ccccc2N1)N1CCN(c2ccc(Cl)cc2)CC1	0.9	0	.	-0.4%	-21	-4	-2	3	-5
C#CCOCCOCCOCCNc1nc(N2CCN(C(=O)CCCCCCCCCCNC(=O)Cn3cc(CCCCCN)nn3)CC2)nc(N2CCN(C(=O)CCCCCCCCCCNC(=O)Cn3cc(CCCCCN)nn3)CC2)n1	8.6	-8	.	0.0%	37	38*	1	-3	53*
CC1(C)CC(=O)C2=C(C1)C(c1cn(-c3ccccc3)nc1-c1ccccc1)C(C#N)=C(N)O2 (configuration not stated)	1.4	4	-17	-0.3%	-5	1	-3	-8	-6
Cc1cc(C)c(N2CCN(S(=O)(=O)N3CCCCCC3)CC2)c(C)c1	-0.8	2	-17	-0.5%	-8	8	21	0	-3
Cc1nn2c(=O)cc(COC(=O)c3ccccc3NC(=O)C3CCCCC3)nc2s1	-1.4	3	0	1.0%	-7	1	.	1	0
CCc1nc2ccccc2c(=O)n1NCCc1ccccc1	-0.1	7	3	0.1%	4	2	-6	0	0
CCN(c1ccccc1)S(=O)(=O)c1ccc(C(=O)N(CCCN(C)C)c2nc3c(C)cccc3s2)cc1	1.2	-20	-9	-2.1%	23	11	5	-3	1
O=C(NC1CC2CCC(C1)N2Cc1ccccc1)c1cccc(F)c1 (configuration not stated)	1.4	-25	15	-0.3%	-50*	3	71*	4	-8
C=CCNCC(=O)NN=C(c1ccccc1)c1ccccc1	0.5	5	-4	0.7%	-1	0	13	-6	5
CCOC(=O)c1cccc(NC(=O)CN(C)S(=O)(=O)c2cnc[nH]2)c1	-1.7	11	5	-0.2%	2	1	8	17	9
Cn1c(=O)c(=O)n(C)c2cc(N3CCCC3)c(NS(=O)(=O)c3ccc(Cl)cc3)cc21	0.6	-10	1	6.3%	8	0	0	18	-2
COc1ccccc1C1C2=C(N=C3SCC(=O)N31)c1ccccc1CC2 (configuration not stated)	.	.	-8	-1.8%	-3	3	.	2	7
O=C(CS(=O)CC(=O)NC12CC3CC(CC(C3)C1)C2)Nc1ccc(F)cc1 (configuration not stated)	0.6	2	-9	1.8%	6	1	-7	10	-4
C=CCNC(=O)c1c(-c2c(F)cccc2Cl)noc1C	.	.	-3	0.7%	0	4	.	-3	2
CCC(=O)N1CCc2cc(S(=O)(=O)NC(Cc3ccccc3)C(=O)Nc3ccc(Cl)cc3)ccc21 (configuration not stated)	-0.4	13	-13	2.8%	3	3	.	1	-2
CC(=O)c1ccc(Sc2nnnn2-c2ccccc2)c([N+](=O)[O-])c1	-0.4	2	24	-1.2%	6	6	-5	20	1
NNc1nc(N)c2c(n1)-c1ccccc1CC21CCCC1	-0.3	-4	-2	0.3%	2	1	-5	-3	0
O=C(CCCN=C1NS(=O)(=O)c2ccccc21)OCC(=O)c1ccc(F)cc1	14	-15	-15	-0.5%	-8	56*	-17	0	2
COc1cccc(C(=O)NCC(=O)N/N=C/c2cn[nH]c2-c2ccccc2)c1	2.0	-4	0	-1.6%	20	2	-7	-1	-5
O=C(NCCO)c1cc2c(s1)CCC2	-1.7	-2	2	-0.3%	6	-2	-18	2	1
Nn1cc(-c2ccccc2)nc1SCC(=O)N1CCN(S(=O)(=O)c2ccc(Cl)cc2)CC1	1.5	-5	-11	0.7%	-7	1	-9	-17	-5
COC(=O)c1[nH]c2cccc(Cl)c2c1NC(=O)CN1CCN(CCO)CC1	-0.8	14	12	2.7%	4	2	-17	13	-7
Cc1cc2ccccc2n1CCNC(=O)c1ccc(Br)o1	-0.7	9	2	8.8%	-15	4	-4	-6	-4
COc1ccc(CNCc2cc(Cl)ccc2O)cc1	.	.	.	-0.1%	1	38*	.	2	2
CCSC1=C(C#N)C(c2ccc(Cl)cc2)C2=C(CCCC2=O)N1 (configuration not stated)	0.3	3	-3	0.3%	1	2	6	2	1
O=C(c1cccc([N+](=O)[O-])c1)c1ccc2c(c1)OCCOCCOCCOCCO2	0.5	-4	-9	-1.4%	1	2	5	0	1
Cc1ccc(S(=O)(=O)N(C)Cc2ccc(C(=O)N/N=C/c3ccc(OC(F)F)cc3)cc2)cc1	1.2	5	.	-0.2%	-11	8	-2	-3	-2
COc1ccc(CCNC(=O)c2cnn3ccccc23)c(OC)c1OC	.	-7	.	2.0%	-23	-1	.	-1	-3
O=C1CCC/C1=c1\s/c(=C\c2cccnc2)c(=O)n1-c1ccccc1	-1.6	2	-2	-0.6%	14	0	13	-4	1
O=C(COc1ccc(Br)cc1Cl)Nn1cnnc1	0.3	-4	-13	-0.1%	-14	-3	10	-4	1
O=C(CN1CCN(c2ncccn2)CC1)Nc1ccccc1-n1cccc1	38*	-12	-17	5.0%	-3	9	-21	2	-9
O=C(Cn1c(=O)oc2ccccc21)N1CCOCC1	0.8	7	6	1.2%	3	0	1	10	10
O=C1NCCCCC1NS(=O)(=O)c1ccccc1 (configuration not stated)	1.4	-6	11	5.2%	4	0	-4	-2	-6
CCc1ccc(C(CNC(=O)c2ccc3c(=O)n(-c4ccccc4F)c(=S)[nH]c3c2)N(C)C)cc1 (configuration not stated)	-1.9	6	-26	3.3%	20	5	2	11	1
CC(=O)Nc1ccc(NC(=O)c2nc(S(=O)(=O)Cc3ccccc3)ncc2Cl)cc1	0.5	0	?	-2.7%	13	5	-9	-6	-4
Clc1ccc(CCNc2nc3ccccc3s2)cc1	2.0	-9	-33	2.2%	-19	2	-30	7	-8
Cc1oc2ccc(O)c(CN(C)Cc3ccccc3)c2c1C(=O)Nc1cccc(C(F)(F)F)c1	-1.2	6	-11	-0.1%	8	1	.	3	-3
COc1ccccc1NS(=O)(=O)c1cccs1	0.5	-1	-2	2.3%	2	1	-24	0	-5
Cc1ccc(/C([O-])=C(/C(=S)NCc2ccccc2)[n+]2cccc(CO)c2)cc1[N+](=O)[O-]	0.0	-5	0	-3.7%	2	-3	-1	3	2

(more compounds)
SMILES	D2 ag	D2 PAM	RXFP1 antag	RXFP1 ag	D1 antag	D1 ag	D2 antag	TRHR enhancer	D1 PAM
Cc1ccc(C(C)NC(=O)c2ccncc2)cc1C (configuration not stated)	0.1	1	1	4.3%	8	1	-2	-7	-4
CCCC(C(=O)NC1CCCC1)N(Cc1ccc(F)cc1)C(=O)c1snc(C(N)=O)c1N (configuration not stated)	1.1	6	-7	1.2%	-1	1	11	8	-3
c1ccc(Cc2nnc(-c3ccccc3)o2)cc1	-1.8	20	-11	0.8%	-23	4	7	8	1
CCOC(=O)/C=C/COc1ccccc1[N+](=O)[O-]	0.2	2	-18	2.4%	16	1	3	3	1
CC(=O)/C(=N\Nc1ccc(Cl)cc1)Sc1nnc(-c2ccccc2)n1-c1ccccc1	-1.2	2	-20	3.8%	-1	3	-9	4	-8
Cc1ccc(C(c2sc3nc(C)nn3c2O)N2CCN(c3ccccc3F)CC2)cc1 (configuration not stated)	0.9	1	-15	0.0%	6	1	-4	6	-1
CCOc1ccc(NCc2cccn2-c2nnc(N3CCC(C(=O)NCCCN4CCCCC4C)CC3)s2)cc1 (configuration not stated)	-0.6	0	-3	-0.7%	15	1	-1	6	-5
CN(C)c1nc(N/N=C/c2ccccc2O)nc(Nc2ccc(F)cc2)n1	-0.6	-20	-10	-0.1%	-19	4	-7	3	4
Cc1ccccc1Nc1c(-c2ccc(Cl)s2)nc2cccc(C)n12	-0.4	-7	-23	0.7%	12	1	.	-3	0
O=C(COc1ccccc1O)Nc1ccccc1Cl	0.1	-3	3	-2.5%	-3	5	1	4	0
O=C(CN1CCN(c2ncccn2)CC1)N1CCCC1	1.3	-5	-7	-2.3%	5	3	-2	1	0

Entries listed so far with a nitro group on carbon:
SMILES	D2 ag	D2 PAM	RXFP1 antag	RXFP1 ag	D1 antag	D1 ag	D2 antag	TRHR enhancer	D1 PAM
CN(C)C(=O)NC(Nc1cccc([N+](=O)[O-])c1)C(Cl)(Cl)Cl (configuration not stated)	1.3	1	-7	2.4%	18	1	9	-12	-13
O=[N+]([O-])c1cc(CN2CCN(c3cccc(C(F)(F)F)c3)CC2)c2cccnc2c1O	-1.1	-22	-25	-1.8%	-16	1	36*	3	-3
CC(=O)c1ccc(Sc2nnnn2-c2ccccc2)c([N+](=O)[O-])c1	-0.4	2	24	-1.2%	6	6	-5	20	1
O=C(c1cccc([N+](=O)[O-])c1)c1ccc2c(c1)OCCOCCOCCOCCO2	0.5	-4	-9	-1.4%	1	2	5	0	1
Cc1ccc(/C([O-])=C(/C(=S)NCc2ccccc2)[n+]2cccc(CO)c2)cc1[N+](=O)[O-]	0.0	-5	0	-3.7%	2	-3	-1	3	2
CCOC(=O)/C=C/COc1ccccc1[N+](=O)[O-]	0.2	2	-18	2.4%	16	1	3	3	1
